POLB inh: qHTS Assay for Inhibitors of DNA Polymerase Beta | P06746 | Pol beta primer extension/strand displacement, fluorescence kinetic | Potency, µM (highest dose often 114 µM), for the others: at the highest dose activity change, negative = inhibition, most hits filed as inhibitors | 1.3% of 340,000 active; further: potency means the concentration at half of the fitted maximal effect; on the % scale 0 is the no-effect control and ±100 the full control effect
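Curves were derived by four-parameter Hill fits of normalized qHTS data. The kinetic fluorescent primer-extension read was taken at 0 and 10 min after 50 nM substrate, following a 15 min room-temperature preincubation of 10 nM enzyme with compounds.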
BLM helicase inh: qHTS Assay for Inhibitors of Bloom's syndrome helicase (BLM) | recombinant BLM DNA unwinding, fluorescence dequenching | 0.2% of 350,000 active | Potency, µM (series often up to 56.1 µM), without a hit: top-dose activity change, negative = inhibition, usual class: inhibitors;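 further: potency means the concentration at half of the fitted maximal effect; plate controls were vehicle for no effect and no enzyme for full effect; nearly all actives have a fitted effect of over 35% in size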
APEX1 inh: qHTS Assay for Inhibitors of the Human Apurinic/apyrimidinic Endonuclease 1 (APE1); recombinant APE1, TAMRA/BHQ-2 abasic DNA cleavage fluorescence; AID 2517, 2012; Potency, µM (series often up to 65.8 µM), for the others: at the top dose activity change, negative = inhibition, usual class: inhibitors; DNA repair nuclease/redox regulator APEX1 (Homo sapiens), P27695; 0.35% of 350,000 active;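 further: potency means the concentration at half of the fitted maximal effect; plate controls were vehicle for no effect and reference inhibitor for full effect; nearly all actives have a fitted effect of over 55% in size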
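Quantitative HTS: incision of a TAMRA/BHQ-2 double-stranded substrate bearing a tetrahydrofuran abasic site by 0.75 nM APE1 raises fluorescence. Substrate 50 nM final, added after 15 min compound preincubation at room temperature; progress as third-minus-first kinetic read difference.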
POLK inh: qHTS for Inhibitors of Polymerase Kappa. 0.53% of 400,000 active. purified Pol kappa, fluorescent DNA synthesis assay, 10 min. AID 588579, 2011. Potency, µM (top dose mostly 107 µM), for inactives: top-dose activity, negative = inhibition, actives largely listed as inhibitors. DNA polymerase kappa (Homo sapiens), Q9UBT6; further: potency means the concentration at half of the fitted maximal effect; on the % scale 0 is the no-effect control and ±100 the full control effect
Target sequence (Q9UBT6 whole entry, looked up): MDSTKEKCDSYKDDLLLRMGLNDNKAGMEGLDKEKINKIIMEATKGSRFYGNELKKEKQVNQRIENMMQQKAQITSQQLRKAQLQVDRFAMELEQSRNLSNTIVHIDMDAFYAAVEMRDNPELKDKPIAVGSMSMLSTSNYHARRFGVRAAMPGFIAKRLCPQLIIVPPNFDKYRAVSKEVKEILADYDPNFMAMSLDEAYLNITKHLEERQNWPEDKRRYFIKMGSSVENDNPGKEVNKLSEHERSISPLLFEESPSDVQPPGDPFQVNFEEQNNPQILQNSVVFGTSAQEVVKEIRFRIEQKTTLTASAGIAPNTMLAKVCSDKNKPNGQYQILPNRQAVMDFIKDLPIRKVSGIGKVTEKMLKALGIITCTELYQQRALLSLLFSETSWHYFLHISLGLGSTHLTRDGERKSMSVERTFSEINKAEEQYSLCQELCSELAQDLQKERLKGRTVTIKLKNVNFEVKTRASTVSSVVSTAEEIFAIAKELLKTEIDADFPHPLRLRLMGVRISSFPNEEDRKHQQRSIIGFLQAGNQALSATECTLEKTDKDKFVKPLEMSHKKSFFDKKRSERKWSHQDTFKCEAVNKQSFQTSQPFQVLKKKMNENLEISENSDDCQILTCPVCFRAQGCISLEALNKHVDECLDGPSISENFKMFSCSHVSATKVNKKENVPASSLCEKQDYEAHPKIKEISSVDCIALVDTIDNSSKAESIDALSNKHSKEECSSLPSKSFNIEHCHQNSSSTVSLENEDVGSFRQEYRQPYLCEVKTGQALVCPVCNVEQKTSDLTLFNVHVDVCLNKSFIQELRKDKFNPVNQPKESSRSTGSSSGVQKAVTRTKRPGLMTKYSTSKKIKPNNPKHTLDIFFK
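Readout: fluorescence, taken kinetically at 0 and 10 min. Conditions: 10 nM Pol kappa, 15 min RT compound preincubation, 50 nM substrate final. Controls: enzyme-free buffer wells.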
GRP78 ERSR act: qHTS for Inducers of the Endoplasmic Reticulum Stress Response (ERSR) in Human Glioma: qHTS; U87-MG GRP78 promoter luciferase reporter, 16 h; Potency, µM, without a hit: at the highest dose activation, hits mostly activators; 0.02% of 420,000 active; further: potency means the concentration at half of the fitted maximal effect; series mostly up to about 76 µM; % of control where 0% means no effect; nearly all actives have a fitted effect of over 35% in size
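Stably transfected U87-MG glioma cells carrying a GRP78-based luciferase sensor; 16 h compound incubation. Luminescence end-point read 10 min after Bright-Glo addition at room temperature.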
POLH inh: qHTS for Inhibitors of Polymerase Eta. DNA polymerase eta (Homo sapiens), Q9Y253. recombinant Pol eta, fluorescent DNA replication assay. Potency, µM (top dose mostly 114 µM), without a hit: top-dose activity change, negative = inhibition, usual class: inhibitors. 1.2% of 390,000 active. AID 588591, 2011; further: potency means the concentration at half of the fitted maximal effect; on the % scale 0 is the no-effect control and ±100 the full control effect
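Pol eta at 10 nM preincubated with compounds 15 min at room temperature; reaction started with fluorescent substrate (50 nM final) and read kinetically at 0 and 10 min.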
LDHA inh: qHTS assay for inhibitors of human lactate dehydrogenase; purified LDHA, NADH/diaphorase-resazurin fluorescence; stronger effect = lower value; AID 1347041, 2019; 0.15% of 480,000 active; activity change, % (values are at about 110 or 230 µM); in the data active means activity change below about -30%; inconclusive means mostly about -25% to -30%;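 further: plate controls were DMSO wells for no effect and wells without enzyme for full effect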
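Enzyme activity of human lactate dehydrogenase 5 (2 nM; 0.06 mM NADH, 0.2 mM pyruvate, 5 min, RT) is measured via a resazurin/diaphorase fluorescence readout of residual NADH.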
POLI inh: qHTS for Inhibitors of Polymerase Iota; 1% of 390,000 active; AID 588590, 2011; Potency, µM (highest dose often 115 µM), for the others: top-dose activity, negative = inhibition, usual class: inhibitors; Pol iota fluorescent replication assay, 10 min; further: potency means the concentration at half of the fitted maximal effect
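Pol iota at 10 nM preincubated 15 min with compounds at room temperature; reaction started with fluorescent substrate, 50 nM final. Fluorescence read kinetically at 0 and 10 min; buffer-only wells as negative control.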
Anesthetic bind: qHTS Assay for Identification of Novel General Anesthetics | Ferritin light chain (Equus caballus), P02791 | 0.074% of 350,000 active | apoferritin/1-aminoanthracene competitive binding, fluorescence | Potency, µM (top dose mostly 77.5 µM), for inactives: at the highest dose activity change, negative = displacement, usual class: inhibitors; further: potency means the concentration at half of the fitted maximal effect; on the % scale 0 is the no-effect control and ±100 the full control effect; nearly all actives have a fitted effect of over 20% in size
Target sequence (P02791 2-175 limits assumed): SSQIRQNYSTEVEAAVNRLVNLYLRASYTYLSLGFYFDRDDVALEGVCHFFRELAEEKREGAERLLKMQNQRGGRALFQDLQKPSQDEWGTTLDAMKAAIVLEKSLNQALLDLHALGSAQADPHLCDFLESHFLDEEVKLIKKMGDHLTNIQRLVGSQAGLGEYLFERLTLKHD
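Probe: 1-aminoanthracene (50% saturated, PBS). Protein: horse-spleen apoferritin, 10 uM. Incubation: 10 min, room temperature. Detection: 380 nm excitation, 535 nm emission. Analysis: normalized response, four-parameter Hill.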
The depositor's hits bear a star; ? = inconclusive; · = no result given; & = joins results of further samples; [ ] = another dose, or the depositor's remark. Unless noted, the call rests on the fitted dose curve; in most records, active means well fitted curve in the direction sought with a large enough effect; inconclusive means small, poorly fitted or top-dose-only effect, or another doubt; inactive means no such curve, though single readings can be large; an effect the other way counts as inactive or inconclusive. A portion of the library; the hit share may differ from the screen's.

Labels used below: A = POLB inh; B = BLM helicase inh; C = APEX1 inh; D = POLK inh; E = GRP78 ERSR act; F = POLH inh; G = LDHA inh; H = POLI inh; I = Anesthetic bind
Compound: Nc1c(C(=O)NCc2ccccc2)sc2nc3c(cc12)C(=O)CCC3
  A: 6%	B: -8%	C: 0%	D: -4%	E: 0%	F: ?	G: -2	H: 1%	I: 2%

Compound: COc1ccc(CNCCC2(O)CC(C)N(C)CC2C)cc1OC (stereo unspecified)
  A: 27%	B: -4%	C: 41%	D: 11%	E: -1%	F: -3%	G: -2	H: 3%	I: -3%

Compound: CC(O)c1cccc(NC(=O)Nc2cccc(NC(=O)Nc3cccc(C(C)O)c3)c2)c1 (stereo unspecified)
  A: -2%	B: -9%	C: 10%	D: -8%	E: -4%	F: -6%	G: -3	H: -1%	I: -17%

Compound: COc1ccc2c(c1)c1nc3n(c(=O)c1n2CC(=O)Nc1ccccc1)CCS3
  A: 38%	B: -5%	C: 0%	D: -2%	E: -5%	F: 7%	G: -13	H: -11%	I: 3%

Compound: O=C(NCCc1cccc(C(F)(F)F)c1)C1CCC(=O)N(CCc2cccc(F)c2)C1 (stereo unspecified)
  A: 2%	B: -3%	C: 3%	D: -20%	E: 4%	F: -22%	G: -1	H: 65%[activator]	I: 104%[activator]

Compound: CC1CCN(S(=O)(=O)c2ccc3nc(NCc4ccc(F)cc4)ccc3c2)CC1
  A: -2%	B: -11%	C: ·	D: -7%	E: -3%	F: -20%	G: 4	H: 15%	I: 40%[activator]

Compound: CCCN(CCC)C(=O)C1CCCN1S(=O)(=O)c1cccc2nsnc12 (stereo unspecified)
  A: -20%	B: 2%	C: -4%	D: 8%	E: -3%	F: 11%	G: -2	H: -11%	I: -1%

Compound: O=C(COC(=O)c1ccc2c(c1)OCCO2)NCc1ccccc1
  A: 9%	B: -10%	C: 12%	D: 2%	E: -5%	F: -13%	G: -5	H: 13%	I: -13%

Compound: O=C(COc1ccc(S(=O)(=O)NC2CCCCC2)cc1)NC1CCCC1
  A: 48%	B: -4%	C: 0%	D: 6%	E: 0%	F: -15%	G: -2	H: 28%	I: -5%

Compound: COC(C[C@@H](O)C[C@H](O)COCc1ccccc1)OC
  A: 4%	B: -1%	C: -12%	D: -7%	E: -3%	F: -1%	G: -4	H: 25%	I: 5%

Compound: O=C(NCc1ccc2c(c1)OCO2)C1CCN(S(=O)(=O)N2CCOCC2)CC1
  A: 15%	B: -2%	C: -1%	D: 1%	E: -1%	F: -2%	G: -1	H: 27%	I: 1%

Compound: COc1ccc(OC)c(NC(=O)c2cnc(N3CCCC3)nc2C)c1
  A: 0%	B: -6%	C: ·	D: -1%[60.1 µM]	E: ·	F: ·	G: 0	H: 5%	I: -13%

Compound: COc1ccc(C(=O)Oc2cccc3cccnc23)cc1[N+](=O)[O-]
  A: 26%	B: -4%	C: 2%	D: -3%	E: -2%	F: -14%	G: 11	H: 94%[activator]	I: -21%

Compound: CCOc1ccc(NC(=O)CN(C)C(=O)c2c(-c3ccccc3)noc2C)cc1OCC
  A: ·	B: ·	C: 2%	D: -5%	E: -3%	F: -17%	G: -4	H: 30%	I: ·

Compound: CC1(C)CC2CC(C)(CN2C(=S)Nc2ccccc2)C1 (stereo unspecified)
  A: 0%	B: -6%	C: 0%	D: 1%	E: -3%	F: -12%	G: 4	H: 170%[activator]	I: -17%

Compound: CCCc1cc(=O)[nH]c(SCC(=O)c2ccc3c(c2)NC(=O)CO3)n1
  A: 44%	B: 2%	C: -5%	D: -5%	E: -3%	F: -4%	G: -5	H: -20%	I: -8%

Compound: CC[C@]1([C@H]2O[C@@H]([C@@H]3O[C@](O)(CO)[C@@H](C)C[C@H]3C)C[C@H]2C)CC[C@@H]([C@]2(C)CC[C@@]3(C[C@@H](O)[C@@H](C)[C@@H]([C@H](C)[C@H](OC)[C@H](C)C(=O)O)O3)O2)O1
  A: ·	B: 2%[21.4 µM]	C: ·	D: -6%[19.4 µM]	E: -3%	F: ·	G: ·	H: ·	I: 0%[29.3 µM]

Compound: O=C(NNC1=C(C(=O)C(F)(F)F)CCC1)c1ccc(Cl)cc1
  A: ?	B: -2%	C: 2%	D: -4%	E: 2%	F: -8%	G: 1	H: ?	I: -23%

Compound: CN1CCCC[C@@H]1CCN1c2ccccc2Sc2ccc(S(C)=O)cc21 (stereo partly specified)
  A: ·	B: -2%	C: ?	D: -6%[60.1 µM]	E: -4%&-5%	F: ·	G: ·	H: ·	I: -3%[29.3 µM]

Compound: CN1CCCC2(CCN(S(=O)(=O)c3ccccc3)CC2)C1
  A: ·	B: 5%	C: 3%	D: 1%[60.1 µM]	E: -4%	F: ·	G: ·	H: ·	I: ·

Compound: O=C1CCC(C(=O)OCc2c(Cl)cccc2Cl)N1 (stereo unspecified)
  A: -4%	B: 0%	C: -5%	D: -5%	E: 6%	F: -10%	G: -2	H: ?	I: -9%

Compound: CCOC(=O)c1c(C)[nH]c(CCC(=O)Nc2cc(C)ccc2OC)c1C
  A: 1%	B: -1%	C: ·	D: -3%[60.1 µM]	E: -4%	F: -15%	G: -14	H: 17%	I: -22%

Compound: O=C(COC(=O)c1ccc(F)c(S(=O)(=O)N2CCOCC2)c1)NCc1ccco1
  A: 35%	B: -2%	C: 13%	D: -6%	E: -3%	F: -10%	G: 3	H: ?	I: -6%

Compound: O=C(CSc1n[nH]c(=O)n1C1CC1)Nc1ccccc1
  A: 3%	B: -13%	C: -7%	D: 11%	E: -4%	F: -5%	G: -3	H: 26%	I: -1%

Compound: CCCC(=O)N(CCN(C(=O)CCC)c1ccccc1)c1ccccc1
  A: 3%	B: 3%	C: 4%	D: -25%	E: -1%	F: -8%	G: -2	H: -2%	I: -7%

Next section; it opens with the 2 that closed the last part.
Labels used below: A = POLB inh; B = BLM helicase inh; C = APEX1 inh; D = POLK inh; E = GRP78 ERSR act; F = POLH inh; G = LDHA inh; H = POLI inh; I = Anesthetic bind
Compound: O=C(CSc1n[nH]c(=O)n1C1CC1)Nc1ccccc1
  A: 3%	B: -13%	C: -7%	D: 11%	E: -4%	F: -5%	G: -3	H: 26%	I: -1%

Compound: CCCC(=O)N(CCN(C(=O)CCC)c1ccccc1)c1ccccc1
  A: 3%	B: 3%	C: 4%	D: -25%	E: -1%	F: -8%	G: -2	H: -2%	I: -7%

Compound: CSc1ccc(C2CC(=O)Nc3c2c(=O)n(C)c(=O)n3C)cc1 (stereo unspecified)
  A: 1%	B: -2%	C: -1%	D: -5%	E: -1%	F: 3%	G: -17	H: 28%	I: -6%

Compound: CCCC(=O)Nc1ccccc1OCc1cc(=O)n2cc(C)ccc2n1
  A: 33%[activator]	B: 1%	C: ·	D: -2%[60.1 µM]	E: -3%	F: -18%	G: -5	H: -8%	I: 1%

Compound: O=C1N/C(=N\S(=O)(=O)Cc2ccccc2)S/C1=C/c1cc([N+](=O)[O-])ccc1O
  A: -27%	B: -6%	C: -1%	D: -42%	E: -4%	F: -18%	G: -37*	H: ?	I: -2%

Compound: COc1ccc(CC(=O)NNS(=O)(=O)c2ccccc2[N+](=O)[O-])cc1
  A: -14%	B: -6%	C: 11%	D: -5%	E: -5%	F: 0%	G: -6	H: 8%	I: -2%

Compound: COc1ccc(-c2cc(C(=O)NCCN3CCOCC3)c3ccccc3n2)c(OC)c1
  A: 38%	B: 3%	C: 5%	D: -6%	E: -2%	F: -6%	G: 4	H: 8%	I: -6%

Compound: COc1cc(C2c3c([nH]c(=O)[nH]c3=O)Nc3ccc4ccccc4c32)ccc1O (stereo unspecified)
  A: ?	B: -15%	C: 7%	D: ?	E: -6%	F: ?	G: -10	H: ?	I: -11%

Compound: CCc1cc(C(=O)O)c(NC(=O)c2cc(OC)c(OC)c(OC)c2)s1
  A: -17%	B: -2%	C: 5%	D: -8%	E: ?	F: -17%	G: -5	H: 18%	I: -6%

Compound: CCOc1ncccc1C(=O)OCC(=O)NC1CCCCCC1
  A: ·	B: ·	C: 5%	D: 2%	E: -3%	F: -19%	G: -9	H: 45%[activator]	I: ·

Compound: c1ccc2c(c1)CCc1snnc1-2
  A: 110%	B: -2%	C: 15%	D: -6%	E: -4%	F: -4%	G: -13	H: -11%	I: ?

Compound: CC(C)c1ccc(NC2=CC(=O)CC(C)(C)C2)cc1
  A: 1%	B: -7%	C: 33%	D: -2%	E: -2%	F: 1%	G: -17	H: -11%	I: -3%

Compound: CC1CCCCC1N1CCN(C(=O)c2cccc(F)c2)CC1 (stereo unspecified)
  A: 3%	B: 1%	C: ?	D: -14%	E: -5%	F: -11%	G: -10	H: 6%	I: 32%[activator]

Compound: CCOc1ccc(CNC(=O)CCCN2C(=O)C(c3ccccc3)Oc3cccnc32)cc1 (stereo unspecified)
  A: 9%	B: 1%	C: 31%	D: 0%	E: -6%	F: -6%	G: -2	H: 32%[activator]	I: -3%

Compound: Cc1ccc(NC(=O)N/C=C/c2ccc(Cl)cc2)cc1
  A: 2%	B: -8%	C: 1%	D: -11%	E: -3%	F: -16%	G: -5	H: 12%	I: -9%

Compound: CCN(C(=O)Cn1nc(Cc2ccncc2)c2ccccc2c1=O)c1ccc(OC)cc1
  A: 9%	B: -1%	C: ·	D: -6%	E: -2%	F: -19%	G: 1	H: 42%[activator]	I: -2%

Compound: COc1ccccc1C(=O)Nc1ccc(N2CCN(C(C)=O)CC2)cc1
  A: -3%	B: -6%	C: -4%	D: -8%	E: -6%	F: 1%	G: -4	H: -8%	I: -9%

Compound: Cc1cc(N2C(=O)C(O)=C(C(=O)c3ccco3)C2c2ccccc2F)no1 (stereo unspecified)
  A: 0%	B: -4%	C: 10%	D: -21%	E: -1%	F: 6%	G: -1	H: -1%	I: -3%

High-throughput results as filed in PubChem.
